# Assay outcomes: PubChem BioAssay, several laboratories
# Bim-Bcl-2: inhibitors of Bim-Bcl-2 binding, primary screen, biochemical, multiplexed, human Bcl-2 family; Apoptosis regulator Bcl-2 (Homo sapiens), P10415; Bead-based flow cytometry, Bim peptide-Bcl-2 binding; inhibition, % at 10 µM; hit rate 0.06% among 190,000; in the data active = inhibition above about 40%; inconclusive = no clear call, values can overlap the other calls;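 also: 0% = no compound wells with probe peptide and 100% = reference peptide inhibitor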
# GSH bead fluor: compound fluorescence on glutathione beads, profiling panel, artefact control, biophysical, 488/530 nm, flow cytometry; hit rate 0.25% among 190,000; fluorescence (KMESF) at 10 µM; GSH beads flow cytometry, compound fluorescence 488/530 nm; stronger effect = higher value; in the data active = fluorescence above about 89;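 also: glutathione beads carrying GST-tagged Bcl family fusion proteins plus one bare bead set; values are compound well signal with DMSO vehicle wells as background; inactives centre near 16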
# Bim-Bcl-B: inhibitors of Bim-Bcl-B binding, primary screen, biochemical, multiplexed, human Bcl-2 family; Bcl-2-like protein 10 (Homo sapiens), Q9HD36; bead-based flow cytometry, Bim peptide-Bcl-B binding; inhibition, % at 10 µM; hit rate 0.073% among 190,000; AID 951, 2007;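 also: 0% = tracer peptide without compound and 100% = reference inhibitor peptide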
# Target sequence (Q9HD36 whole entry, looked up): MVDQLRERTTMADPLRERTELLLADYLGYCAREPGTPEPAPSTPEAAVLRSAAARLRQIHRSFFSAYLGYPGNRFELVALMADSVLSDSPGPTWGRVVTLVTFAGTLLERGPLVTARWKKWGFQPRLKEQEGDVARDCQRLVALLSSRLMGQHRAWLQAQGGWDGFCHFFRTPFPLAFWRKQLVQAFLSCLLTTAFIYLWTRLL
# RGS4-Gao reg: modulators of RGS4 binding to Galphao, primary screen, biochemical, multiplexed bead flow cytometry; binding response (% of control), % at 10 µM; AID 1415, 2008; hit rate 0.33% among 220,000; Guanine nucleotide-binding protein G(o) subunit alpha (Homo sapiens), P09471; actives lie on both sides; in the data active = binding response below about 49% or above about 150%; inactive = in between;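 also: fluorescent Galphao activated with aluminum fluoride binding bead-coupled RGS4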
# Target sequence (P09471 whole entry, looked up): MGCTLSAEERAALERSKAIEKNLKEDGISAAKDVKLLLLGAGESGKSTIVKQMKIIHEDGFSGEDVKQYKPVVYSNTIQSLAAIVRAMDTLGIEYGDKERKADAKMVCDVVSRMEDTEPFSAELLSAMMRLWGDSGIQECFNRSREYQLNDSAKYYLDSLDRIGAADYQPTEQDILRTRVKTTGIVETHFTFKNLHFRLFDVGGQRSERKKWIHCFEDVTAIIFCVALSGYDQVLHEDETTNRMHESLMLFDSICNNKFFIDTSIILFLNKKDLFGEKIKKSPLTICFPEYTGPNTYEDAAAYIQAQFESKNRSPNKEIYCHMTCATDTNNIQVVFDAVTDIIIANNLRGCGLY
# RGS8-Gao: RGS8-Galphao binding modulators, primary screen, biochemical, multiplexed bead flow cytometry. response (percent of control binding), % at 10 µM. AID 1423, 2008. Guanine nucleotide-binding protein G(o) subunit alpha (Homo sapiens), P09471. hit rate 0.34% among 220,000. actives lie on both sides; in the data active = response below about 60% or above about 140%; inactive = in between;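 also: Galphao activated as the GDP aluminium fluoride complex binding bead-coupled RGS8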
# Bcl-XL Bim block: inhibitors of Bim-Bcl-XL binding, primary screen, biochemical, multiplexed, bead flow cytometry, human Bcl-XL. inhibition, % at 10 µM. AID 1007, 2008. hit rate 0.04% among 190,000. Bim peptide-Bcl-XL binding, fluorescence
# Mcl-1 Bim block: inhibitors of Bim peptide binding to Mcl-1, primary screen, biochemical, bead-based flow cytometry, multiplex; hit rate 0.1% among 190,000; Bim peptide-Mcl-1 binding; inhibition, % at 10 µM;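 also: 0% = no compound tracer wells and 100% = peptide blocker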
# Target sequence (Q07820 whole entry, looked up): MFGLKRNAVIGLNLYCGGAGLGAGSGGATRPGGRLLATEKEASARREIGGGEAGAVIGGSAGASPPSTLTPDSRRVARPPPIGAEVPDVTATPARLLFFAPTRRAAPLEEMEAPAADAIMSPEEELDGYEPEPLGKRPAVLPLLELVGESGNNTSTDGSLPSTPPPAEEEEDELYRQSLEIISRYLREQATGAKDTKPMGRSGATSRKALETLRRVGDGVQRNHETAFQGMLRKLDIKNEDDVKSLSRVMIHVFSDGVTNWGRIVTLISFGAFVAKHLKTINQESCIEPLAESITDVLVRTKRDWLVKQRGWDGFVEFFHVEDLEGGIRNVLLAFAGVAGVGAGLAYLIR
# Bim-Bfl-1: inhibitors of Bim binding to Bfl-1, primary screen, biochemical, multiplexed, bead-based flow cytometry | hit rate 0.12% among 190,000 | Bim-Bfl-1 binding inhibition | inhibition, % at 10 µM | AID 1008, 2008 | Bcl-2-related protein A1 (Homo sapiens), Q16548;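 also: 0% = wells without compound plus tracer and 100% = blocker peptide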
# Bcl-W Bim block: inhibitors of Bim binding to Bcl-W, primary screen, biochemical, multiplexed, bead-based flow cytometry; Bcl-2-like protein 2 (Homo sapiens), Q92843; inhibition, % at 10 µM; hit rate 0.02% among 190,000; Bim peptide-Bcl-W binding;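 also: 0% = bound tracer without compound and 100% = peptide blocker; higher means less fluorescent Bim peptide bound to Bcl-W beads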
# Mcl1-Bid inh: Mcl-1/Bid binding inhibitors, primary screen, biochemical, TR-FRET, 1536-well; Induced myeloid leukemia cell differentiation protein Mcl-1 (Homo sapiens), Q07820; TR-FRET Mcl-1/Bid-Dy647 peptide binding; inhibition, % at 21.7 µM; hit rate 0.97% among 220,000;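 active = compounds that cut the binding signal by more than half at the single screening dose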;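 also: His-tagged Mcl-1 with europium anti-His antibody binding Bid BH3 peptide; 0% = Mcl-1 plus peptide wells and 100% = peptide-only wells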
# RGS7-Gao: RGS7-Galphao binding modulators, primary screen, biochemical, multiplexed bead flow cytometry | actives lie on both sides | binding response (% of control), % at 10 µM | Guanine nucleotide-binding protein G(o) subunit alpha (Homo sapiens), P09471 | hit rate 0.35% among 220,000; in the data active = binding response below about 49% or above about 150%; inconclusive = no clear call, values can overlap the other calls; inactive = in between;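 also: fluorescent Galphao held in activated GDP-AlF4 state binding bead-coupled RGS7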
# Active calls of the source: *; ? = inconclusive. Rule as the data show it, unless noted: active = inhibition above about 40%.
SMILES,Bim-Bcl-2,GSH bead fluor,Bim-Bcl-B,RGS4-Gao reg,RGS8-Gao,Bcl-XL Bim block,Mcl-1 Bim block,Bim-Bfl-1,Bcl-W Bim block,Mcl1-Bid inh,RGS7-Gao
OCCC1CN(Cc2cc3c(cc2Cl)OCO3)CCN1C1CCCCC1 (stereo not drawn),-7,9,-1,101,102,-2,-2,-7,-2,-3,98
COC(=O)Cc1c(C)c2ccc(OC(=O)c3ccco3)cc2oc1=O,-3,21,0,104,100,2,-1,-5,2,2,101
CC(NC(=O)c1ccccc1Cl)C(=O)O (stereo not drawn),2,23,2,99,97,0,-1,0,1,-9,99
Cc1c(OCc2ccc(C(=O)O)o2)ccc2c3c(c(=O)oc12)CCC3,3,34,2,98,97,-1,0,4,2,16,95
COc1cccc(NC(=O)C(Sc2nnnn2C)c2ccccc2)c1 (stereo not drawn),-3,13,-1,96,99,-1,0,-2,1,-13,?
COc1cc(C(=O)NCCc2nc3ccccc3n2C)cc(OC)c1OC,0,16,-2,101,102,-2,0,0,0,-8,101
Cc1cc(NC(=S)N(CCN2CCOCC2)Cc2ccccc2F)ccc1Cl,12,14,-6,91,95,-2,0,3,-2,-42,91
COc1ccc(/C=N/NS(=O)(=O)c2ccc(C)cc2)cc1OC(=O)c1ccccc1,12,9,10,94,99,6,4,7,6,-19,90
NC(=O)c1cc(Cc2ccccc2)sc1NC(=O)c1ccco1,0,7,-7,99,97,0,0,1,6,-21,111
COc1ccc(NC(=O)C(c2ccccc2)N(C)C(=O)c2cnccn2)cc1 (stereo not drawn),-3,30,0,90,88,0,-5,-1,-3,-24,92
CCOc1ccc(-n2cc(C(=O)N3CCCCCC3)c3cc(OC)c(OC)cc3c2=O)cc1,0,26,0,98,99,-2,1,0,-2,-5,101
CCc1ccc(C(=O)CSc2nc3ccccc3c(=O)[nH]2)cc1,-6,54,-8,102,101,-6,-3,-15,3,-17,100
Cc1cc(C)n(S(=O)(=O)/C=C/c2ccccc2)n1,-7,37,-2,101,101,-5,-7,-5,-7,1,104
O=C(c1cccc(C(F)(F)F)c1)C1CCCN(C(=O)CCCn2cncn2)C1 (stereo not drawn),-4,18,-2,96,99,-4,0,-3,0,-57,98
CC(CC(=O)C1C(C)C=CCC1(C)C)NNC(N)=O (stereo not drawn),-3,26,-4,101,101,-5,0,-6,-4,-20,99

# Full records, quoted from the list:
# Cc1cc(NC(=S)N(CCN2CCOCC2)Cc2ccccc2F)ccc1Cl as listed: Bim-Bcl-2: 12; GSH bead fluor: 14; Bim-Bcl-B: -6; RGS4-Gao reg: 91; RGS8-Gao: 95; Bcl-XL Bim block: -2; Mcl-1 Bim block: 0; Bim-Bfl-1: 3; Bcl-W Bim block: -2; Mcl1-Bid inh: -42; RGS7-Gao: 91
# O=C(c1cccc(C(F)(F)F)c1)C1CCCN(C(=O)CCCn2cncn2)C1 (stereo not drawn) as listed: Bim-Bcl-2: -4; GSH bead fluor: 18; Bim-Bcl-B: -2; RGS4-Gao reg: 96; RGS8-Gao: 99; Bcl-XL Bim block: -4; Mcl-1 Bim block: 0; Bim-Bfl-1: -3; Bcl-W Bim block: 0; Mcl1-Bid inh: -57; RGS7-Gao: 98

# (continued)
SMILES,Bim-Bcl-2,GSH bead fluor,Bim-Bcl-B,RGS4-Gao reg,RGS8-Gao,Bcl-XL Bim block,Mcl-1 Bim block,Bim-Bfl-1,Bcl-W Bim block,Mcl1-Bid inh,RGS7-Gao
S=C(NCC1CCCO1)Nc1cccc(Cl)c1 (stereo not drawn),-3,9,-3,103,102,-2,0,-3,-4,-38,97
CCOC(=O)c1sc(NC(=S)NC(=O)c2ccccc2Cl)c(C(=O)OCC)c1C,-12,40,-9,99,102,0,-4,-18,-2,1,93
CN(C)S(=O)(=O)c1ccc(N2CCCC2)c(C(=O)Nc2ccc(N3CCOCC3)cc2)c1,-6,13,-4,101,100,-1,1,-5,0,-14,102
C=CCc1ccc(OCCOCCOc2ccccc2[N+](=O)[O-])c(OC)c1,-5,7,-3,103,102,0,0,-8,3,14,97
CSc1ccccc1C(=O)NCCc1ccc(S(=O)(=O)N2CCCCC2)cc1,5,12,2,100,101,3,0,0,1,-19,97
CCn1c(C)nc2cc(C(=O)NNC(=S)Nc3ccc(Cl)cc3Cl)ccc21,0,11,-2,97,89,-1,3,3,0,-57,92
O=C(c1ccccc1F)N1CCN(c2ccc([N+](=O)[O-])c3cccnc23)CC1,0,25,-2,98,100,-2,0,-7,-1,-31,101
COc1ccc(CCNC(N)=S)cc1OC,0,20,-9,100,99,-5,-5,-2,-4,-17,96
COc1ccc(CNc2ccc(C)c(C)c2)cc1,0,26,-2,98,99,-2,0,0,1,-37,100
CC(C)OC(=O)CSc1n[nH]c(-c2cccnc2)n1,-5,26,0,96,99,-3,-6,-3,-6,-31,95
CC(C)CCn1c(-c2nonc2N)nc2ccccc21,13,16,-3,99,101,-4,5,-1,-3,-8,99
CC(=O)c1ccc(OCC(O)CN(C)Cc2cccs2)cc1 (stereo not drawn),0,19,-4,103,105,-5,-3,-1,-6,22,100
CCOC(=O)c1c(C)[nH]c(C)c1C=O,-5,16,-3,98,100,-1,-4,-5,-3,-26,94
CCOP(=O)(OCC)c1nc(-c2cccc3ccccc23)oc1NCCc1ccc(OC)cc1,-2,5,-2,104,103,-6,-2,0,-2,-18,103
CCOc1ccc(N(CC(=O)NCC2CCCO2)S(=O)(=O)c2ccc(OC)c(OC)c2)cc1 (stereo not drawn),-15,24,-12,102,99,-14,-7,-26,-7,-9,100
O=S(=O)(Cc1cc(-c2ccccc2)no1)c1ccccc1,-2,13,-5,104,102,-1,0,-2,1,-31,96
Cc1cc(N/N=C/c2ccccc2Cl)nc(NCc2ccccc2)n1,-7,11,-6,103,102,-6,-1,0,-4,17,100
COc1ccc(OC)c(C2CC(c3ccc(NS(C)(=O)=O)cc3)=NN2C(=O)c2ccccc2)c1 (stereo not drawn),0,12,4,102,102,-2,-3,4,-3,-2,100
CCCOc1cccc(C(=O)NC(=S)Nc2cccc(C(F)(F)F)c2)c1,-7,50,-6,114,101,-1,-7,-3,-4,4,111
O=C(OCC(=O)N1CCCc2ccccc21)c1cncc(Br)c1,-3,15,-10,98,98,-7,0,-1,-4,-22,98
Oc1ccccc1/C=N/Nc1nccnc1Cl,-2,34,-3,94,107,-1,0,-5,-2,-56,91
COc1ccc(/C=C/C(=O)NC(C)CCc2ccccc2)cc1 (stereo not drawn),2,9,-2,97,100,-3,-1,0,0,-3,98
CS(=O)(=O)N(CC(=O)NCC1CCCO1)c1cc(Cl)ccc1Cl (stereo not drawn),-2,20,0,102,98,0,-1,1,3,-14,103
CCOC(=O)c1cn(-c2nc(-c3ccc(Cl)c(Cl)c3)cs2)c2c(F)c(N3CCOCC3)c(F)cc2c1=O,-2,18,-1,105,103,-3,-1,-1,-2,-19,105
CC(C)(C)N1C(=O)c2ccccc2NC(=O)N1Cc1ccccc1,4,34,2,95,94,-3,0,0,0,-17,99
CCC(C(=O)OCC(=O)Nc1ccccc1-c1ccccc1)c1ccccc1 (stereo not drawn),-5,27,-4,101,100,-7,-5,-1,-2,1,101
O=C(N/N=C/c1cccs1)c1ccc(NC(=O)c2ccccc2Cl)cc1,-3,11,-8,98,99,-10,-3,-6,-5,-9,95
CCCCCC(=O)NC(=S)Nc1ccc(N2CCCCC2)c(Cl)c1,-14,25,-7,102,102,-10,-7,-20,-1,-9,99
CCCCNC(=S)NNC(=O)c1nn(C)cc1Cl,11,15,-84,98,104,-4,-6,5,-12,-39,104
CCOC(=O)c1oc2ccc(S(=O)(=O)n3nc(-c4ccc(OC)cc4)cc3N)cc2c1C,3,23,5,100,92,7,4,7,5,-5,96
CC(=O)CC(=O)Nc1ccc(C(N)=O)cc1,-1,9,-4,98,101,-1,-4,-7,0,-9,92
COC(=O)N/N=C/c1cn(Cc2ccccc2Cl)c2ccccc12,-2,10,-9,102,105,-5,-2,-8,-1,-30,101
COc1ccc2c(c1)CCc1c(C(=O)NCCCn3ccnc3)noc1-2,1,23,3,101,111,0,1,1,1,-7,103
Cn1c(O)c(N=NC(=O)c2cccc(S(=O)(=O)N3CCCCC3)c2)c2ccccc21,-8,8,-7,105,107,-5,-4,-3,-6,4,107
O=C(c1ccco1)[C@@H]1[C@@H]2C(=O)N(c3ccc(F)cc3)C(=O)[C@@H]2[C@H]2C=Cc3ccccc3N21,9,8,9,105,110,10,5,13,9,24,102
N#Cc1c(NC(=O)CCCl)sc2c1CCCCC2,0,17,0,106,99,1,0,2,-1,-16,107
O=C1c2cccc3c([N+](=O)[O-])ccc(c23)C(=O)N1Cc1cccnc1,0,11,-6,97,95,0,0,1,0,29,98
O=C(/C=C/c1cccc([N+](=O)[O-])c1)NC1CC2CCC1C2 (stereo not drawn),8,9,5,102,112,12,7,14,8,-2,106
CCCCN(CCCC)CCNC(=O)c1ccc2nc(-c3ccccc3NC(C)=O)c(=O)[nH]c2c1,0,11,-3,92,94,-4,1,-7,-3,-9,89
Cc1ccc(OCCCC(=O)NC(C)c2ccccc2)c(C)c1 (stereo not drawn),0,13,0,97,99,-3,-2,2,0,-12,95
COC(=O)C1=C(C)N=C2SCCC(=O)N2C1/C=C/c1ccccc1 (stereo not drawn),-8,5,-5,98,103,-6,1,-15,-4,-34,96
O=C(CSc1ccc([N+](=O)[O-])cn1)Nc1ccc(N2CCOCC2)c(Cl)c1,-9,13,-7,95,99,-4,1,-11,-6,-45,94
COCC1CCN(Cc2nc(COc3ccccc3)no2)C1 (stereo not drawn),-6,13,-2,102,100,1,0,0,2,-31,100
CCOc1ccc(-n2c(Cc3cc(=O)[nH]c(=O)[nH]3)nnc2SCC)cc1,-5,23,-11,103,101,-4,-4,0,0,-35,106
CN(C)/C=C(\C=O)c1ncc(C(F)(F)F)cc1Cl,-1,16,0,106,106,-1,-1,-3,-3,-7,105
CCOC(=O)c1ccc(N/C=C\C(=O)c2cccc(OC)c2)cc1,-6,11,-2,98,98,0,0,-7,7,-14,98
COc1ccc(NC(=O)C2=C(C)C(=O)OC23CCC(C)CC3)cc1Cl (stereo not drawn),-10,34,-11,95,100,-9,-4,-15,-2,-12,99
COc1ccccc1N(CC(=O)NCc1cccnc1)S(C)(=O)=O,0,29,0,108,117,-2,0,1,-2,1,111
CSC1=NCCN1S(=O)(=O)c1ccc(NC(C)=O)cc1,1,12,-2,101,99,0,0,-5,-1,-7,100
CCOC(=O)c1c(N2C(=O)Nc3ccccc3N2O)sc2c1CCCC2,-8,11,-2,99,104,-4,-1,-13,-1,-15,102
C=C(C)CN(CC)CCC(=O)Nc1ccc(OC)cc1OC,-2,11,0,77,91,0,-1,-1,0,-25,81

# No enrichment for hits; any-hit rate near 1.8%.
